C8 TRAIL sens: sensitizes caspase-8 expressing cells to TRAIL. inhibition (viability loss, TRAIL sensitization), % at 10 µM. NB7+C8 cells + TRAIL, ATPlite viability luminescence. 1% of 360,000 active;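 active means compounds causing at least 50% loss of cell viability in the single-dose screen, relative to plate controls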
TROY NFkB inh: blocks TROY-dependent signaling in reporter cells. Q293 LMP1-TROYcd NF-kB luciferase reporter, 4 h. inhibition, % at 10 µM. 0.98% of 360,000 active;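 active means compounds whose plate-normalised and pattern-corrected inhibition of the luciferase reporter signal at the single screening dose is 50% or more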
SRC3 inh: human NCOA3 inhibition. HEK293 GAL4-SRC3 luciferase reporter, luminescence. inhibition, % at 3.6 µM. 0.17% of 360,000 active. AID 588352;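 active means inhibition above a per-campaign cutoff, the mean of all compounds plus 3 SD, cut at about 60% in these data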;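 further: 0% = DMSO-treated cells and 100% = gossypol-treated cells at 36 µM; higher means less SRC3-driven luciferase light from the GAL4 reporter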
Vif inh: inhibitors of HIV Vif | HEK293T cells, Vif self-association by quenched fluorescence, imaging, 24 h | inhibition, % at 7.49 µM | 0.35% of 340,000 active | AID 602346; in the data active means inhibition above about 50%, passing the limit was not always enough; further: some results filed as inactive read as strong as hits
NOD2-RIPK2 inh: NOD2-RIPK2 protein interaction inhibition; CHO BLA complementation NOD2-RIPK2, CCF4 ratio; O43353; AID 624267; inhibition, % at 4.98 µM; 0.38% of 360,000 active; in the data active means inhibition above about 21%;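 further: 0% = vehicle only and 100% = reference blocker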
NCOA2 inhibitor: inhibits human steroid receptor coactivator 2 | Q15596 | HEK293 GAL4-SRC2 luciferase reporter, luminescence | inhibition, % at 9 µM | 0.17% of 370,000 active | AID 651957;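 active means inhibition above the mean inhibition of all tested compounds plus 3 SD, set per campaign, cut at about 52% in these data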;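 further: 0% = DMSO treated cells and 100% = cells given Gossypol at 36 µM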
NR2F2 inh: blocks human COUP-TFII nuclear receptor | HEK293T NGFI-A luciferase reporter, luminescence | inhibition, % at 8.6 µM | 0.7% of 370,000 active;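 active means inhibition above a per-plate cutoff, mean inhibition of test wells between control levels plus 3 SD, cut at about 38% in these data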;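 further: cells cotransfected with COUP-TFII expression vector driving the NGFI-A reporter; 0% = median of COUP-TF2 test wells and 100% = reporter-only cells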
Target sequence (P24468 whole entry, looked up): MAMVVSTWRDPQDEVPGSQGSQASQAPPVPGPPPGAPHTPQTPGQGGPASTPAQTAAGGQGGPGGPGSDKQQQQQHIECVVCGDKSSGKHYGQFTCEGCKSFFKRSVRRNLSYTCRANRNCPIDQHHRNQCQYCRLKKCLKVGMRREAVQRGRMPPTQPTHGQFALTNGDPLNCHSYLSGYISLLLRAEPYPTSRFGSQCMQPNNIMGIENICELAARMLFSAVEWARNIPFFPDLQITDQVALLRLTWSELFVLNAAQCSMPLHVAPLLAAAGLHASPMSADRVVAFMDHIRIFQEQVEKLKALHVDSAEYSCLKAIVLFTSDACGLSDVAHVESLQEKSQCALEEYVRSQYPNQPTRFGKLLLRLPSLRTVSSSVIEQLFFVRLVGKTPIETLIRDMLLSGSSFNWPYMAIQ
NCOA1 inh: human NCOA1 inhibition. AID 588354. 0.12% of 360,000 active. HEK293 GAL4-SRC1 luciferase reporter, luminescence. Q15788. inhibition, % at 3.6 µM;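 active means inhibition above the campaign mean plus 3 SD, with each screening campaign given its own cutoff, cut at about 60% in these data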;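 further: 0% = DMSO treated cells and 100% = gossypol at 36 µM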
EBV LMP1 NFkB: inhibitors of Epstein-Barr LMP1-induced NF-kappaB reporter; LMP1-induced NF-kappaB luciferase reporter cells, luminescence; inhibition, % at 12.5 µM; 0.69% of 350,000 active; in the data active means inhibition above about 41%;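 further: 0% = neutral control wells and 100% = reference inhibitor control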
TLR9-MyD88 block: TLR9-MyD88 interaction inhibition; Q9NR96+Q99836; CHO BLA complementation TLR9-MyD88, CCF4 FRET ratio; inhibition, % at 4.98 µM; 0.21% of 340,000 active;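 active means inhibition above the mean over all tested compounds plus 3 SD, cut at about 21% in these data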;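 further: 0% = DMSO only wells and 100% = clavulanate BLA inhibitor control wells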
LRH-1 inv ag: suppresses constitutive activity of human LRH-1; 0.13% of 360,000 active; inhibition, % at 3.6 µM; AID 602396; HEK293T StAR-luciferase reporter, LRH-1 transfected, 24 h; O00482;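 active means inhibition above the mean inhibition of all tested compounds plus 3 SD, cut at about 73% in these data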;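 further: 0% = DMSO wells and 100% = reporter-only cells lacking LRH-1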
Target sequence (O00482 whole entry, looked up): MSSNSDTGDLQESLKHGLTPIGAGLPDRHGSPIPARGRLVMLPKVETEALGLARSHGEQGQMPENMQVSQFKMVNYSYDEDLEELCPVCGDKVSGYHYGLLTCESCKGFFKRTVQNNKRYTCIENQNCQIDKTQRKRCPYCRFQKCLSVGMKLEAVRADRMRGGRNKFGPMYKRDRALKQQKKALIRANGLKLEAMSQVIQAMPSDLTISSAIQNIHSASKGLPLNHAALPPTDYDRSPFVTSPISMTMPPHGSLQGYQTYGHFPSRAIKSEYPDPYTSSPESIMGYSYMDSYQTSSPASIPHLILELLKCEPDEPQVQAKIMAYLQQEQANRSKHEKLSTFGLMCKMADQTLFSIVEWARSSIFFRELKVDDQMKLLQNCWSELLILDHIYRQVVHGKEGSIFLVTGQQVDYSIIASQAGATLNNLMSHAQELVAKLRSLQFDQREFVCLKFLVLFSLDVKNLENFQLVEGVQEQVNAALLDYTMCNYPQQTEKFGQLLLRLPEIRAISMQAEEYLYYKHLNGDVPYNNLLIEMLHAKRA
Numbers without * were called inactive; i = inactive; · = no result given. Only part of the results is shown; the hit share may differ from the screen's.

SMILES	C8 TRAIL sens	TROY NFkB inh	SRC3 inh	Vif inh	NOD2-RIPK2 inh	NCOA2 inhibitor	NR2F2 inh	NCOA1 inh	EBV LMP1 NFkB	TLR9-MyD88 block	LRH-1 inv ag
COC(=O)[C@]1(Cc2ccccc2)N[C@H](CN(C)C(=O)Nc2ccc(Cl)cc2)[C@@H]2C(=O)N(Cc3ccccc3)C(=O)[C@@H]21	9	-49	-36	-6	-9	-18	0	-17	-8	-3	-39
COc1ccc(CCNC(=O)CCC(=O)N2CCOc3ccc(Cl)cc32)cc1OC	0	4	17	3	5	10	-18	5	6	10	1
COc1ccc(C(=O)CSc2nnc(-c3cccnc3)n2Cc2ccco2)cc1	-1	18	3	1	11	11	20	-7	5	3	-20
Cc1ccc(-n2c(Cn3nc(C(F)(F)F)cc3C)n[nH]c2=S)cc1	-4	-21	7	4	-10	·	·	2	0	-14	8
O=C(Nc1ccc(F)c(S(=O)(=O)N2CCOCC2)c1)C1CCCCC1	5	-6	6	-1	-3	-15	10	-8	0	0	1
COc1ccc(/C=C/C(=O)NCC(c2ccc(F)cc2)N2CCOCC2)cc1OC (stereo not drawn)	-7	-5	18	-7	0	6	-7	8	1	-1	-9
O=C(N/N=C/c1ccco1)C(O)C(O)C(=O)N/N=C/c1ccco1 (stereo not drawn)	-13	-7	7	13	-9	-6	15	8	-11	-3	9
Nc1n[nH]c(N)c1N=Nc1ccc(Cl)cc1Cl	-9	-14	-44	-5	5	-84	-6	-38	-13	3	-55
Cc1ccccc1Nc1nnc(C)c(=O)[nH]1	19	5	-13	1	-4	12	8	1	-15	-4	-8
Cc1nc2ccccc2c(=O)n1NC(=O)c1ccc(Cl)c(Cl)c1	-5	-6	3	·	-2	15	-9	-10	4	3	-8
CC1C=CC(C)C(C(=O)O)C1C(=O)O (stereo not drawn)	-8	-7	-6	-12	-6	-21	9	3	-6	3	-13
COc1ccc(CNC(=O)COC(=O)c2cc(S(=O)(=O)N3CCOCC3)ccc2O)cc1OC	-11	-10	3	51*	-5	-20	4	3	2	-2	-17

Continued; it opens with the 4 that closed the last part.
SMILES	C8 TRAIL sens	TROY NFkB inh	SRC3 inh	Vif inh	NOD2-RIPK2 inh	NCOA2 inhibitor	NR2F2 inh	NCOA1 inh	EBV LMP1 NFkB	TLR9-MyD88 block	LRH-1 inv ag
Cc1ccccc1Nc1nnc(C)c(=O)[nH]1	19	5	-13	1	-4	12	8	1	-15	-4	-8
Cc1nc2ccccc2c(=O)n1NC(=O)c1ccc(Cl)c(Cl)c1	-5	-6	3	·	-2	15	-9	-10	4	3	-8
CC1C=CC(C)C(C(=O)O)C1C(=O)O (stereo not drawn)	-8	-7	-6	-12	-6	-21	9	3	-6	3	-13
COc1ccc(CNC(=O)COC(=O)c2cc(S(=O)(=O)N3CCOCC3)ccc2O)cc1OC	-11	-10	3	51*	-5	-20	4	3	2	-2	-17
CN1C(=O)CC(C(=O)O)SC1=Nc1cc(Cl)c(O)c(Cl)c1 (stereo not drawn)	4	-19	5	-15	-7	9	14	-17	1	-4	0
O=S(=O)(NCCc1csc(-c2ccc(C(F)(F)F)cc2)n1)c1ccc2c(c1)OCCO2	-17	21	-15	-4	-4	-4	-1	-8	4	-8	-4
C=CCN1CC(O)=C(c2nc3ccccc3[nH]2)C1=N	2	-36	-3	-6	-10	-47	5	-24	-9	2	-20
CC(C)(C)c1ccc(OCCNCc2ccccc2)cc1	6	-21	2	-7	-3	-15	-25	-10	4	-10	-15
CCCc1cc(C(N)=O)c(NC(=O)c2cc(C)on2)s1	18	-10	2	-4	-15	·	·	15	4	-11	11
CCCNC(=O)C(Cc1cccc(Cl)c1)NC(=O)c1ccc(C#N)cc1 (stereo not drawn)	11	18	-14	2	3	7	10	-3	-5	4	3
CCCC(=O)Nc1ccc2c(c1)nc1n2CCN(C2CCCCC2)C1	1	-2	17	-4	-14	-2	-5	-11	7	-1	10
CCOC(=O)Cc1nn(CC)c(=O)c2ccccc12	-4	-14	-10	3	-5	-14	-23	3	2	3	3
COc1ccc(-c2[nH]n(-c3ccc([N+](=O)[O-])cc3)c(=O)c2C=NCc2ccncc2)cc1	12	-6	10	0	2	4	7	1	4	0	5
COc1cc(/C=N/NC(N)=O)c(Br)cc1OCC(=O)Nc1ccccc1C	13	-14	-14	28	-1	8	3	0	-7	-3	-6
Cc1ccc(/C=C/S(=O)(=O)NCC(=O)OCC(=O)NCc2ccccc2)cc1	-18	-15	12	·	-5	16	12	-32	-14	-15	-8
Cc1ccc(C2=NN(CC(=O)NCCC(C)C)C(=O)CC2)cc1	-9	-6	0	-11	-10	17	-12	4	2	1	23
N#Cc1c(Cc2cccc3ccccc23)nn(CCO)c1N	-30	0	23	i	-38	-10	7	18	1	8	-1
CCOC(=O)c1nn(-c2ccccc2C)c2nc(-c3ccc(C)cc3)c(C#N)c(=O)n12	-6	-2	1	6	2	-16	3	-8	-5	0	-14
O=C1CCN(Cc2ccccc2)C=C1c1ccc(C(F)(F)F)cc1	0	-34	-10	·	-7	-2	-17	6	-10	0	2
CCO[C@H]1OC(C(=O)N2CCN(Cc3ccccc3)CC2)=C[C@@H](c2ccc(C(F)(F)F)cc2)[C@@H]1CCCO	8	6	7	-1	0	14	17	10	2	-2	4
CC1CCCN(C(=O)Cn2c3ccccc3c3nc4n(c(=O)c32)CCS4)C1 (stereo not drawn)	4	17	2	10	-3	-9	15	1	11	5	-1
COc1cc(NC(=O)OCc2ccccc2)c2ncccc2c1	-4	-27	-14	3	11	6	10	11	2	-4	1
CCN(CC)CCN(C(=O)c1ccc2ccccc2c1)c1nc2cc3c(cc2s1)OCO3	2	-14	6	10	0	-10	-5	2	1	-7	8
CC1(C(=O)Nc2ccc3[nH]ncc3c2)CCN1C(=O)C/C=C/c1ccccc1 (stereo not drawn)	-22	7	-11	-12	12	-9	9	14	·	·	-9
COc1ccc(C(C)C)cc1-c1ccc2nncn2c1	-19	-20	3	·	10	-19	-24	-5	·	·	-3
Cc1ccc(CC(=O)N(Cc2ccccc2)c2ccccn2)cc1	3	4	17	-5	-3	-7	5	7	-2	-4	-17
O=C(COC(=O)C1C2CC3OC(=O)C1C3C2)Nc1ccc(F)cc1 (stereo not drawn)	5	-5	5	-38	-2	-20	-23	3	-6	-1	0
Nc1cc(C(=O)OCC(=O)Nc2ccc(N3CCOCC3)cc2)ccc1Cl	-5	21	14	-1	-3	3	-26	5	-5	-2	8
Cc1ccc(NC(=S)NNC(=O)Nc2ccccc2)cc1	26	-55	-80	20	-3	-93	-25	-94	-12	1	-107
COc1cc(OC)cc(C(=O)Nn2cc(C(=O)Nc3ccccc3F)c3ccccc3c2=O)c1	-8	-13	6	0	-7	8	12	-9	8	2	12
C[C@]12CCC(O)CC1CCC1C2CC[C@]2(C)C(c3cc(C(F)(F)F)n[nH]3)CCC12 (stereo partly drawn)	-10	61*	8	-4	12	-25	8	12	13	0	23
COc1ccc(C(=O)Nc2ccccc2C(=O)Nc2ccccn2)cc1	41	-27	-30	-2	-3	7	13	-34	-2	1	3
CC(OC(=O)Cc1ccc(F)cc1)C(=O)N1CCc2ccccc21 (stereo not drawn)	2	-12	16	0	-38	14	-11	-13	-12	-15	-10
CC(C)c1nnc(NC(=O)C2CC(=O)N(CCc3ccc(F)cc3)C2)s1 (stereo not drawn)	-17	0	0	16	-7	-4	-2	-1	5	-5	-2
CC1CN(C(=O)COC(=O)/C=C/c2cccc([N+](=O)[O-])c2)CC(C)O1 (stereo not drawn)	30	6	25	-2	-6	-5	-2	20	11	-1	15
CC1CC(C)CN(c2ncnc3c2cnn3Cc2ccc(Cl)cc2)C1 (stereo not drawn)	6	20	15	-13	-8	4	-3	-4	-4	1	1
O=C1/C(=C/C=C/c2ccccc2)Oc2c1ccc(O)c2CN1CCN(CCO)CC1	7	-24	5	5	6	-32	-1	9	-7	10	8
Cc1ccccc1NC(=O)C1CCN(c2cc(-c3ccccc3)nc3ncnn23)CC1	25	39	-1	-17	-9	6	9	-11	5	1	13
O=C(NC1CCCC1)C1CC(=O)N(c2ccc(F)cc2)C1 (stereo not drawn)	-10	-5	12	3	-8	6	7	-2	1	2	-8
O=C(NC1CC1)C1=C[C@H](c2ccc(C(F)(F)F)cc2)C[C@H](OCCCCO)O1	-4	-20	-21	-1	-3	-3	-2	-8	-5	6	5
Cc1ccn2c(=O)nc(SCC(=O)N3CCCCC3)nc2c1	-4	-1	-11	5	-1	1	-2	-12	-5	-3	4
O=C(COc1ccc(Cl)cc1)Nc1ncccn1	9	-7	-50	10	-5	-25	-17	-33	-9	2	-25
CC(C)CC(C(=O)NC(=O)NCc1ccccc1)N1C(=O)c2ccccc2C1=O (stereo not drawn)	-6	-7	9	-1	-6	·	·	6	-3	5	-13

Looked up by structure from above:
SMILES	C8 TRAIL sens	TROY NFkB inh	SRC3 inh	Vif inh	NOD2-RIPK2 inh	NCOA2 inhibitor	NR2F2 inh	NCOA1 inh	EBV LMP1 NFkB	TLR9-MyD88 block	LRH-1 inv ag
Cc1ccc(CC(=O)N(Cc2ccccc2)c2ccccn2)cc1	3	4	17	-5	-3	-7	5	7	-2	-4	-17
COc1cc(NC(=O)OCc2ccccc2)c2ncccc2c1	-4	-27	-14	3	11	6	10	11	2	-4	1
CCCC(=O)Nc1ccc2c(c1)nc1n2CCN(C2CCCCC2)C1	1	-2	17	-4	-14	-2	-5	-11	7	-1	10
